ALOX12 inh: Primary qHTS assay for inhibitors of human arachidonate 12S-lipoxygenase (ALOX12): Round 2 | Polyunsaturated fatty acid lipoxygenase ALOX12 (Homo sapiens), P18054 | purified 12hLO, xylenol orange hydroperoxide absorbance | Potency, µM (highest dose often 108 µM), without a hit: top-dose activity change, negative = inhibition, actives largely listed as inhibitors | actives 1.1% (n = 580,000); further: potency means the concentration at half of the fitted maximal effect; on the % scale 0 is the no-effect control and ±100 the full control effect
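Purified human 12hLO (150 nM final) in 25 mM Hepes, 0.01% Triton X-100, pH 7.0 was preincubated 15 min at room temperature with compound. Then 40 uM arachidonic acid was added, 30 min. Hydroperoxide was read by Fe-XO absorbance ratio 573/405 nm.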
GLS inhibitor: qHTS for Inhibitors of Glutaminase (GLS); Glutaminase kidney isoform, mitochondrial (Homo sapiens), O94925; GLS enzymatic activity, qHTS titration; Potency, µM (highest dose often 45.5 µM), inactives show at the highest dose activity change, negative = inhibition, usual class: inhibitors; actives 0.21% (n = 410,000); AID 624170, 2012; further: potency means the concentration at half of the fitted maximal effect; on the % scale 0 is the no-effect control and ±100 the full control effect
Target sequence (O94925 whole entry, looked up, canonical isoform): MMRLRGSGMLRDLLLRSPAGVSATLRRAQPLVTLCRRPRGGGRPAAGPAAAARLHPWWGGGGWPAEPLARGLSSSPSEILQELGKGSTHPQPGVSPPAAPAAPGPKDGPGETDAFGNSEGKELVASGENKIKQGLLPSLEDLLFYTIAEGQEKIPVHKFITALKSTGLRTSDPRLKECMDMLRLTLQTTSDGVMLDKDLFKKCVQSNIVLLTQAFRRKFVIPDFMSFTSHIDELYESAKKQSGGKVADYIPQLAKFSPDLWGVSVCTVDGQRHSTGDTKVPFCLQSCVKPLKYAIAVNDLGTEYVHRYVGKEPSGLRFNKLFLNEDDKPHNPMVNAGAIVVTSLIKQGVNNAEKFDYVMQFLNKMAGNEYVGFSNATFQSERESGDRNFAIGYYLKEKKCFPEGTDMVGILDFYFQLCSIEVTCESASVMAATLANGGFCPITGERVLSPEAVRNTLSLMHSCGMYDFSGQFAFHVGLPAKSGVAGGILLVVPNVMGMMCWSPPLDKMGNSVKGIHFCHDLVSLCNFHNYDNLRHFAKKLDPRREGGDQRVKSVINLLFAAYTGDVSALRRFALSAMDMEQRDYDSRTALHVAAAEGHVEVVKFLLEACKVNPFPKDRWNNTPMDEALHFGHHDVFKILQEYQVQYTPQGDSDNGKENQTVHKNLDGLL
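hKGA; 45 mM KH2PO4 pH 8.2 + 0.02% Tween-20; cpd via pin tool; 1 mM Gln soln; GluOx/HRP/Amplex Red; RT 30 min; fluor. t0 & final.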
PI4K2A block: qHTS for small molecular inhibitors of PI4K2A; Phosphatidylinositol 4-kinase type 2-alpha (Homo sapiens), Q9BTU6; purified PI4K2A, ADP-Glo luminescence, 1 h; hits give low values; activity change, negative = inhibition, % at 76.9 µM; actives 0.13% (n = 420,000); AID 1346378, 2018; in the data active means activity change below about -50%; inconclusive means mostly about -30% to -49%;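 further: -100% = wells without enzyme as full effect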
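PI4K2A activity was measured by ADP-Glo luminescence: enzyme (4 ug/mL stock) and phosphatidylinositol (1.2 mM stock) in Tris pH 7.5/MgCl2/EGTA/Triton X-100 buffer were reacted with ATP (300 microM stock) for one hour at ambient temperature.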
JMJD2A Tudor: qHTS Assay for Inhibitors of JMJD2A-Tudor Domain; actives 4.4% (n = 390,000); Lysine-specific demethylase 4A (Homo sapiens), O75164; AID 504339, 2011; Potency, µM (doses to about 114 µM), without a hit: at the top dose activity change, negative = inhibition, actives largely listed as inhibitors; AlphaScreen JMJD2A-Tudor / H3K4me3 peptide binding; further: potency means the concentration at half of the fitted maximal effect; on the % scale 0 is the no-effect control and ±100 the full control effect; nearly all actives have a fitted effect of over 50% in size
G9a block: qHTS Assay for Inhibitors of Histone Lysine Methyltransferase G9a. Histone-lysine N-methyltransferase EHMT2 (Homo sapiens), Q96KQ7. G9a H3K9 monomethylation, AlphaScreen, 2 h. Potency, µM (highest dose often 102 µM), for inactives: top-dose activity, negative = inhibition, actives largely listed as inhibitors. actives 8.8% (n = 350,000); further: potency means the concentration at half of the fitted maximal effect; on the % scale 0 is the no-effect control and ±100 the full control effect; nearly all actives have a fitted effect of over 75% in size
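Step 1: enzyme (final 20 nM) with compound, 15 min RT. Step 2: substrate peptide 500 nM and SAM 20 uM, 2 h RT. Step 3: anti-H3K9me1 antibody and AlphaScreen beads, 10 min, then plate read.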
HP1b chromo inh: HTS for Inhibitors of HP1-beta Chromodomain Interactions with Methylated Histone Tails. Potency, µM (series often up to 114 µM), inactives show at the highest dose activity change, negative = inhibition, hits mostly inhibitors. AID 540317, 2011. actives 0.56% (n = 390,000). AlphaScreen HP1-beta / biotin-H3K9me3 peptide binding; further: potency means the concentration at half of the fitted maximal effect; nearly all actives have a fitted effect of over 70% in size; inactives centre near 23
Target sequence (P83916 whole entry, looked up): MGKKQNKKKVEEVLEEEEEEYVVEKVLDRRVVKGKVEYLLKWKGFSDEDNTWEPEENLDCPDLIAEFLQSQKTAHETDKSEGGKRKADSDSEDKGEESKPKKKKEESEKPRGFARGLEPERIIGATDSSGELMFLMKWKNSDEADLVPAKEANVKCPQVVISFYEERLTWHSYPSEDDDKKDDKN
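HP1-beta protein (50 nM final) preincubated 30 min at room temperature with biotinylated H3(1-18)K9me3 peptide (50 nM) in PBS pH 7.4, 0.01% Tween-20, then compound added for 30 min. AlphaScreen streptavidin donor/nickel chelate acceptor beads (10 ug/mL final), 30 min dark, luminescence read.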
ERG Ets-DNA blk: qHTS for Small Molecule Inhibitors of the ERG Ets/DNA interaction | fluorescence polarization, His-ERG Ets domain / labelled DNA | Potency, µM (doses to about 76.9 µM), inactives show at the top dose FP activity, negative = inhibition, hits mostly inhibitors | actives 0.028% (n = 370,000) | AID 624246, 2012; active means well fitted inhibition curve with a large enough effect in the polarisation, with a control signal flat; inconclusive means small, poorly fitted or top-dose-only effect, or effect the other way, or a change in a side signal; inactive means no such curve, though single readings can be large or run the other way; the % refers to the polarisation;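 further: polarization taken with two DNA probes labelled with fluorescein and Texas red; potency means the concentration at half of the fitted maximal effect; % of control where 0% means no effect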
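His-tagged ERG Ets domain (1 uM in the protein solution; 300mM KCl, 50mM Tris-HCl, 1mM EDTA, 1mM DTT, pH 7.5) received compound, then a probe mix of 5 nM fluorescein-DNA and 100nM Texas-615-DNA. Fluorescence polarization was read for both dyes.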
RGS4 inh: Inhibitors of Regulator of G Protein Signaling (RGS) 4: qHTS; Regulator of G-protein signaling 4 (Homo sapiens), P49798; Transcreener GDP fluorescence polarization, RGS4-accelerated GTP hydrolysis; Potency, µM (series often up to 114 µM), for the others: top-dose activity change, negative = inhibition, most hits filed as inhibitors; actives 0.039% (n = 390,000); AID 504845, 2011; further: potency means the concentration at half of the fitted maximal effect; on the % scale 0 is the no-effect control and ±100 the full control effect; nearly all actives have a fitted effect of over 75% in size; some results filed as inactive show a strong effect at the top dose
Target sequence (P49798 whole entry, looked up): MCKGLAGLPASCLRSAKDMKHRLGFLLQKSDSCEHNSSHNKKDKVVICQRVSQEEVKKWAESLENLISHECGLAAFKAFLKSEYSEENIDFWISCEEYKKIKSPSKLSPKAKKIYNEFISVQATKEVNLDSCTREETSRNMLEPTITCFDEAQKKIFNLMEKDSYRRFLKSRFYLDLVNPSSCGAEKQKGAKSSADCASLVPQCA
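MLSMR compounds (23 nl, pin-transferred) preincubated 10 min at room temperature with a 500nM (2x) first reagent, then RGS4 at 900nM (2x) plus Transcreener GDP mix added; fluorescence polarization (620/688 nm) read before and after 90 min at 30 °C.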
BAZ2B inh: qHTS Assay for Inhibitors of BAZ2B | AlphaScreen BAZ2B-H3K14Ac peptide displacement | actives 4.4% (n = 360,000) | Potency, µM (doses to about 114 µM), for the others: at the highest dose activity change, negative = inhibition, hits mostly inhibitors | AID 504333, 2011 | Bromodomain adjacent to zinc finger domain protein 2B (Homo sapiens), Q9UIF8; further: potency means the concentration at half of the fitted maximal effect; on the % scale 0 is the no-effect control and ±100 the full control effect; nearly all actives have a fitted effect of over 60% in size
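AlphaScreen luminescence quantifies BAZ2B engagement of H3K14Ac peptide; the protein and biotinylated peptide are both at 50 nM final, buffer PBS pH 7.4 with 0.01% Tween-20, all steps at room temperature.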
An asterisk follows results filed as active; u = inconclusive; x = not tested or not shown; & = joins results of further samples; [ ] = remark or other dose. Unless noted, the call rests on the fitted dose curve; in most records, active means well fitted curve in the direction sought with a large enough effect; inconclusive means small, poorly fitted or top-dose-only effect, or another doubt; inactive means no such curve, though single readings can be large; an effect the other way counts as inactive or inconclusive. The list is partial, so the mix of outcomes need not match the whole.

no. | compound | BAZ2B inh | HP1b chromo inh | ERG Ets-DNA blk | G9a block | JMJD2A Tudor | ALOX12 inh | GLS inhibitor | RGS4 inh | PI4K2A block
1 | CC(=O)Oc1ccc(C(=O)Cc2ccccn2)c(O)c1 | u | 38% | 11% | u | -32% | 2% | u | 17% | -7
2 | C[C@H](NC(=O)c1cccc([N+](=O)[O-])c1)C(=O)OCC(=O)c1ccccc1Br | x | 17% | 2% | x | -16% | -12% | -1% | -3% | -1
3 | CC(=O)Nc1ccc(NC(=O)CN(C)CC(=O)Nc2ccccc2Br)cc1 | -1% | 31% | -2% | 5% | -9% | 0% | 1% | -12% | 1
4 | CCN1CCc2c(C#N)c(NCc3ccccc3)nc(NCCO)c2C1 | 6% | -2% | 1% | u | -14% | 2% | 11% | 7% | 3
5 | Cc1ccc(N(CC(=O)NCCc2ccc(Cl)cc2)S(=O)(=O)c2c(C)noc2C)cc1 | -3% | 32%&41% | -6%&1% | 21%[59 µM] | -8%&-1% | 11%&-9% | -3%&8% | 28%&10% | 5&3
6 | O=C1C(Cl)=C(N2CCCCCC2)C(=O)N1c1ccc(Br)cc1 | 82%[activator] | 195%[activator] | 7% | x | 117%[activator] | 13% | 8% | 9% | 3
7 | COc1ccc(NC(=O)CN(C)C(=O)CCNS(=O)(=O)c2ccc(Br)cc2)cc1 | -11% | 12% | -3% | 8% | -6% | -5%&-11% | 9% | 8% | 2
8 | Cc1ccc(NC(=O)C2CCCN(S(=O)(=O)c3ccc4[nH]c(=O)ccc4c3)C2)cc1Cl (stereo unspecified) | -12% | 15% | 1% | -9%[59 µM] | -11% | -19% | -5% | 8% | -1
9 | S=c1[nH]nc(Cc2sc(-c3ccccc3)nc2-c2ccccc2)o1 | u | 2% | -1% | 28µM* | -32% | u | 32% | -34% | 5
10 | CCOc1ccccc1NC(=O)N1CCc2ccccc2C1 | 10% | 31%[activator] | -3% | 37% | 8% | -16% | -1% | 4% | -2

Along the list, quoted from above:
BAZ2B inh, entries 3–10, in order: -1%, 6%, -3%, 82%[activator], -11%, -12%, u, 10%
RGS4 inh, entries 3–10, in order: -12%, 7%, 28%&10%, 9%, 8%, 8%, -34%, 4%

Later entries:
no. | compound | BAZ2B inh | HP1b chromo inh | ERG Ets-DNA blk | G9a block | JMJD2A Tudor | ALOX12 inh | GLS inhibitor | RGS4 inh | PI4K2A block
11 | Cc1onc(-c2ccccc2)c1C(=O)N/N=C/c1ccc([N+](=O)[O-])c(O)c1 | -31% | 10% | -4% | 3% | -6% | -55% | -6% | 11% | 5
12 | CC(OC(=O)c1ccccc1Nc1ccc(SC(F)F)cc1)C(N)=O (stereo unspecified) | 6% | 43% | 16% | 27%[59 µM] | -8% | u | 10% | -6% | 2
13 | O=C(c1ccc(C(=O)N2CCCCCC2)cc1)N1CCCCCC1 | 37%[activator] | 39% | -8% | -15%[59 µM] | -12% | -8% | 8% | 10% | 16
14 | Fc1ccccc1NC(=S)N1CCCCC1 | 5% | 49%[activator] | 1% | 4%[59 µM] | -1% | -15% | 0% | 9% | 1
15 | O=C(COc1ccccc1)Nc1ccc(S(=O)(=O)NCc2ccco2)cc1 | u | -15% | -5% | 50µM* | 50µM* | -18% | 0% | -17% | -3
16 | CCC(Sc1nc2c(c(=O)n1CC)SC(C)C2)C(=O)OC (stereo unspecified) | -2% | 19% | -8% | -6%[59 µM] | -18% | 14%[57.4 µM] | 7% | 24% | -3
17 | O=C(OCc1nnc(-c2ccc([N+](=O)[O-])cc2)o1)C1CC(=O)N(CCc2ccccc2)C1 (stereo unspecified) | -29% | -10% | 11% | -6%[12.7 µM] | -14% | -7% | 13% | u | -13
18 | C=C(C)[C@@H]1CC=C(CO)CC1 | x | 19% | 21% | x | -19% | -4% | 0% | -16% | 1
19 | CNC(=O)OC(C)CNS(=O)(=O)c1ccc(C)cc1 (stereo unspecified) | -3% | -5% | -6% | 14%[12.7 µM] | -2% | -9% | -2% | 34% | 4
20 | Cc1cccc(NC(=O)CC(C)(C)C)c1 | 6% | 35% | 1% | 2%[59 µM] | 1% | 3% | 2% | -6% | 11
21 | CCCn1nc(NC(=O)c2cccs2)c2cc3cc(OC)ccc3nc21 | 102%[activator] | 205%[activator] | -10% | 68%[activator][12.7 µM] | 105%[activator] | 22% | 10% | -41% | 0
22 | CCn1c(O)c2ccc(C(=O)N=NC(=O)c3ccccc3)cc2c1O | 2% | 31% | 1% | x | -3% | 16% | 11% | 1% | -4
23 | CCC(=O)NC1=C(Nc2ccc(N)cc2)C(=O)c2ccccc2C1=O | u | u | 0% | 50µM* | -23% | 2% | 7.1µM* | 1% | -14
24 | COC(C[C@H](O)C[C@@H](O)[C@H](C)OCc1ccccc1)OC | 6% | 37% | -3% | 33%[59 µM] | -13% | 3% | -4% | -4% | -1
25 | O=C(CN1C(=O)S/C(=C\c2ccc(F)cc2)C1=O)NC1C=CS(=O)(=O)C1 (stereo unspecified) | 0% | 24% | -2% | x | -8% | 6% | 9% | 18% | -3
26 | O=C(Nc1ccccc1)c1cc(-n2cnnc2)ccc1Cl | -29%[57.1 µM] | 16% | 3% | 42%[59 µM] | -11% | 19% | 8% | 0% | 5
27 | COc1ccc2sc(-c3ccccc3OC)c(-c3ccc(OCCN(C)C)cc3)c2c1 | x | -35% | 9% | x | 50µM* | u | 5% | 7% | 0
28 | Cc1cnc(N2C(=O)c3ccc([N+](=O)[O-])cc3C2=O)s1 | -20% | -3% | 3% | 56µM* | u | -24% | 23% | -6% | 2
29 | Cc1cccc(NC(=O)CSc2nnc3ccc(-c4ccccn4)nn23)c1 | 3% | 52%[activator] | 3% | -28% | -7% | -1% | -6% | -23% | -1
30 | Cc1ccc([C@@H]2CC=C(C(=O)O)[C@H](c3ccccc3F)N2S(=O)(=O)c2ccccc2C)cc1 | x | 48%[activator] | 15% | x | 1% | 168%[activator] | 52%[activator] | -12% | -4
31 | COc1ccc(-c2cc(C(F)(F)F)nc(SCCC(=O)N3CCCC3)n2)cc1 | 7% | 42%[activator] | 9% | -3%[59 µM] | -5% | 12%&0% | -4% | 7% | 4
32 | COc1ccc(Cl)cc1NC(=O)c1cnc2sccn2c1=O | -4% | 25% | 1% | 6%[59 µM] | -14% | -14% | -3% | 19% | -9
33 | N#Cc1ccsc1NC(=O)c1cccc([N+](=O)[O-])c1 | -4% | 7% | 3% | -32% | -17% | -7% | -8% | -33% | -11
34 | Cc1ccccc1NC(=O)c1ccc(S(=O)(=O)N(C)C)cc1 | 0% | 51%[activator] | -1% | 15%[59 µM] | -11% | 24% | 2% | 16% | 0
35 | Cc1ccc(NC(=O)CN(C)CC(=O)Nc2ccc(N3CCOCC3)cc2)cc1F | 18µM* | u | -9% | -143%[59 µM] | 7.9µM* | u | 50%[activator] | -33% | 0
36 | COc1ccc(OCC(=O)OCC(=O)NCC2CCCCC2)cc1 | 4% | 21% | -1% | u | -7% | 4% | 6% | 10% | -1
37 | COc1cccc(CN(C(=O)Cc2c[nH]c3ccccc23)C(C(=O)NC2CCCCC2)c2ccc(C)o2)c1 (stereo unspecified) | -13% | -14% | 2% | u | u | -15% | 5% | -3% | -5
38 | Nc1c(C(=O)Nc2ccc(OC(F)(F)F)cc2)nnn1Cc1ccccc1 | -8% | 38% | -5% | 1%[59 µM] | 3% | -1% | -2% | -19% | 6
39 | COc1ccccc1N1CCN(C(=O)c2cc3cc(Cl)ccc3[nH]2)CC1 | -20% | 0% | -8% | 35% | -35% | -33% | 19% | 27% | -1
40 | CC1(c2ccc3c(c2)OCO3)NC(=O)N(CC(=O)Nc2ccccc2)C1=O (stereo unspecified) | 15% | 20% | -5% | -41% | -11% | 4% | 10% | 27% | 2
41 | CCOC(=O)N1CCN(CC(=O)NC(=O)Nc2ccc3c(c2)OCCO3)CC1 | 1% | 45%[activator] | 8% | 50µM* | -10% | -18% | 1% | 2% | 1
42 | Cn1c2ccccc2c2ccc3c(c21)C(=O)C=CC3=O | x | 11µM* | -2% | x | 16µM* | u | 35%[activator] | u | -15
43 | O=C(CSc1ccc2nnc(-c3ccccn3)n2n1)Nc1nccs1 | x | 53%[activator] | -3% | -6% | 32µM* | u | -8% | 6% | 3
44 | Cc1ccc(S(=O)(=O)N2CCOC2CNC(=O)C(=O)NCc2ccc3c(c2)OCO3)cc1 (stereo unspecified) | -18% | 29% | 2% | 21% | -4% | -3% | -5% | -12% | -2

Screening data as filed in PubChem BioAssay.
